Compound activity (PubChem)
MEKK3 PB1 HTS – MEKK3-MEK5 PB1 interaction, increase or decrease. bead-based flow cytometry, Alexa488-MEK5 binding to MEKK3; actives lie on both sides; 0 = blocked by unlabeled MEK5, 100 = vehicle. Q99759. 1.4% of 290,000 active. binding response (% of control), % at 10 µM;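 active = binding response more than 3 SD above or below the average of its plate-row segment, actives on both sides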;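 also: Alexa488 bead fluorescence after subtracting the streptavidin-only scavenger bead signal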
Target sequence (Q99759 whole entry, looked up): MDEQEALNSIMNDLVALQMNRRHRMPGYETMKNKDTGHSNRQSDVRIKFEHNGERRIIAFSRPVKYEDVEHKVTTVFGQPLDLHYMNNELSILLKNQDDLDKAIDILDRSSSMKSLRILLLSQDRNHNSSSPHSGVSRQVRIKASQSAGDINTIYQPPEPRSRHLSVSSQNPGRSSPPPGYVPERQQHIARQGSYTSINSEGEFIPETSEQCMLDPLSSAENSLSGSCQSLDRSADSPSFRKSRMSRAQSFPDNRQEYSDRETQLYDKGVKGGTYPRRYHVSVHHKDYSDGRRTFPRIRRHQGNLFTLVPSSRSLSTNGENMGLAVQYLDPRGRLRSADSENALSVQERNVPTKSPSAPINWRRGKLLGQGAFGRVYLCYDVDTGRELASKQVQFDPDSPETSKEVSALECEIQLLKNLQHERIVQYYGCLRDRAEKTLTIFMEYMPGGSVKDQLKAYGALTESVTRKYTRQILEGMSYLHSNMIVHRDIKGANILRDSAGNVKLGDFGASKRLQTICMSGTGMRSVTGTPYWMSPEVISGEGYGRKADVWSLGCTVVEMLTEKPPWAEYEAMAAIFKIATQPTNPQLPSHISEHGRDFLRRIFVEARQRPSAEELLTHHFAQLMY
CRFBP-R2 agonist – agonists of human CRF-binding protein/CRF-R2 receptor complex; HEK293 CRF-R2/CRF-BP, calcium dye fluorescence (FLIPR); percent of saturating CRF peptide response; activation, % at 13.2 µM; 0.46% of 350,000 active; AID 588473;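 active = activation of at least 50%, plus an integration ratio under a set limit after plate pattern correction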;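 also: plate controls were neutral control wells without compound for no effect and CRF at EC100 for full effect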
MEKK2mut PB1 HTS – signal of MEK5 binding to mutant human MEKK2 PB1 domain; 0.35% of 290,000 active; bead flow cytometry, Alexa488-MEK5 binding to MEKK2 mutant; percent response, % at 10 µM; in the data active = percent response above about 24%, passing the limit was not always enough; also: inactives centre near 1; some results filed as inactive read as strong as hits; reference of the scale not given here
NS3 helicase inh – inhibitors of Hepatitis C virus NS3 helicase; 0.56% of 290,000 active; NS3 helicase DNA unwinding, Cy5 molecular beacon fluorescence; AID 1800; inhibition, % at 10.9 µM;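 active = inhibition above the mean of all tested compounds plus 3 SD, set per campaign, cut at about 35% in these data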;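 also: 0% = DMSO wells and 100% = thioflavine S control wells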
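Assay system – hepatitis C virus NS3 helicase domain fragment enzyme · Buffer or medium – MOPS pH 6.5, MgCl2, DTT, Tween20, BSA · Reagent – Cy5/quencher beacon DNA duplex and ATP to start · Compound – single 10.9 µM dose · Timing – 1 h at 25 °C · Technique – Cy5 beacon fluorescence read at start and 1 h · Measure – % inhibition of unwinding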
FID counter – displaces DNA intercalator in HCV helicase counter-screen; DNA fluorescent intercalator displacement, fluorescence; inhibition, % at 7.9 µM; 0.17% of 290,000 active; in the data active = inhibition above about 37%;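 also: 0% = vehicle and 100% = reference compound; higher means more ethidium bromide displaced from hairpin DNA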
MEKK2wt PB1 HTS – raises or lowers MEK5 binding to wildtype human MEKK2 PB1 domain; Q9Y2U5; bead flow cytometry, Alexa488-MEK5 binding to MEKK2 WT; actives lie on both sides; binding response (% of control), % at 10 µM; 1.1% of 290,000 active; in the data active = binding response below about 67% or above about 130%
GalR3 antag – human GalR3 antagonism. HEK293 GalR3-CNG cAMP membrane potential fluorescence; galR3 body fused to GalR1 C-terminus. inhibition, % at 3 µM. 0.44% of 360,000 active;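 active = inhibition above the screen-wide average plus 3 SD, cut at about 13% in these data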;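 also: forskolin and galanin both at EC90 stimulate the cells; cAMP rise reported by CNG channel membrane potential dye signal; 0% = forskolin plus galanin with DMSO and 100% = forskolin alone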
SUMO HTRF inh – inhibitors of human SUMOylation (UBC9); P63279; HTRF SUMOylation assay, SAE1/SAE2 + UBC9, in vitro; inhibition, % at 35 µM; 0.36% of 290,000 active; AID 2006; in the data active = inhibition above about 50%, passing the limit was not always enough; also: strong numbers were not always called active
Target sequence (P63279 whole entry, looked up): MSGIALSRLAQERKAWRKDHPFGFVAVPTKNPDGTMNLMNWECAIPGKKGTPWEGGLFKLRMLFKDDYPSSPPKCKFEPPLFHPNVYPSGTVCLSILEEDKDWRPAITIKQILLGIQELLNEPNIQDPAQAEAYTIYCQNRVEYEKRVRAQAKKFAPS
CRFR2-BP antag – antagonists of CRF-binding protein/CRF-R2 receptor complex. 0.59% of 350,000 active. AID 588475. HEK293 CRF-R2/CRF-BP, CRF-induced calcium fluorescence. inhibition, % at 11.8 µM;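 active = inhibition of the ligand-induced calcium signal above about 50% at the single tested concentration, limit read from the data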
Active calls of the source: *; nt = not tested or not shown; [ ] = remark or other dose.

SMILES	MEKK3 PB1 HTS	CRFBP-R2 agonist	MEKK2mut PB1 HTS	NS3 helicase inh	FID counter	MEKK2wt PB1 HTS	GalR3 antag	SUMO HTRF inh	CRFR2-BP antag
CC#CCCCC(=O)Nc1ccc(C(=O)O)cc1	93	4.3	-4	5	-2	96	-5	-9	-31
Cc1c(CN2CCCC(C(=O)c3cccc(Cl)c3)C2)c(=O)n(-c2ccccc2)n1C (stereo unspecified)	104	-0.1	0	-9	4	105	-2	18	-11
CN1C(=O)Cc2cc(S(=O)(=O)NCCc3ccc(Cl)cc3)ccc21	100	1.7	-2	-13	-28	99	1	9	7
Cc1ccc(N2CC(C(=O)Nc3nnc(SCC(N)=O)s3)CC2=O)cc1C (stereo unspecified)	95	-0.2	-2	1	-29	95	0	15	-1
COc1ccc(/C=C(/NC(=O)c2ccc(OC)c(OC)c2)C(=O)NCCCn2ccnc2)cc1	100	0.1	-3	-8	-2	101	-2	0	-5
CC(=O)c1ccc(N2CCN(C(=O)c3ccc4nc[nH]c4c3)CC2)cc1	91	-0.1	-3	-1	-11	95	-5	14	-2
COc1cccc(-c2nnc(SCC(N)=O)n2-c2ccc(Cl)cc2)c1	83	-0.1	-6	4	-9	91	-8	-2	-3
Cc1ccc(NCc2nnc(SCC(=O)N3CCCc4ccccc43)o2)c(C)c1	92	-0.7	-4	-5	-3	92	-3	0	8
COc1ccccc1/C=C/C=N/NC(=O)CN1CCN(S(=O)(=O)c2ccc(C)cc2)CC1	101	-1.5	8	2	-35	109	-4	-2	44
Cc1cccc2nc(CSc3nc4ccc([N+](=O)[O-])cc4[nH]3)cn12	151*	-3.2	0	7	0	110	5	-39	11
CCCCC(c1nnnn1CCOC)N1CCN(c2cccc(OC)c2)CC1 (stereo unspecified)	104	0.0	5	5	-21	103	0	11	7
COc1ccc(-c2cn(-c3ccc(C)cc3C)c(=S)[nH]2)cc1OC	99	1.3	-2	8	-25	98	-10	16	-4
Cc1nn(-c2ccccc2)c(C)c1-c1cc(C(=O)N/N=C/c2ccc(O)cc2)[nH]n1	99	0.7	1	-3	-22	95	-2	1	2
COc1ccc(C(=O)N/C(=C\c2ccco2)C(=O)NCCCn2ccnc2)cc1	107	1.7	0	5	3	102	-2	5	17
O=C(NCCCN1CCOCC1)c1ccc(N2CCCC2)c([N+](=O)[O-])c1	98	0.5	-5	-1	21	97	5	7	0
O=C(NC(c1ccc(Cl)cc1)c1cc(Cl)c2cccnc2c1O)c1cccnc1 (stereo unspecified)	97	7.2	-3	10	-6	95	4	-12	-41
Cc1nc2ccccc2nc(=O)c1NNc1ccccc1	51*[inhibitor]	-1.4	-2	-9	-16	80	-5	-31	1
Cc1ccc(C)c(NC(=O)NNC(=O)c2ccc3ccccc3c2O)c1	108	-1.4	10	4	-19	110	-1	4	25
CCOc1ccc2[nH]c(=O)c(C(c3nnnn3Cc3ccco3)N3CCC(C)CC3)cc2c1 (stereo unspecified)	102	0.1	14	23	-12	101	1	-7	0
COc1cccc(CC(=O)Nc2ccc(-c3csc(C)n3)cc2)c1	90	-0.4	-12	-7	-14	93	-4	-1	10
Nc1nnc(SCC(=O)N2CCCCC2)s1	102	0.8	2	4	-2	101	-5	-11	2
CCCCOC(=O)c1ccc(NC(=O)C(=O)NCCN(CC)CC)cc1	103	2.3	10	-14	7	105	-5	21	-3
CCOc1c2ccc(C(=O)NCc3ccccc3OC)cc2nn1CC	102	-0.1	3	-6	-12	104	2	26	-4
CCn1nc(NS(=O)(=O)c2ccc(NC(C)=O)cc2)c2cc3ccc(C)cc3nc21	98	1.0	2	11	-18	95	-1	-11	3
CC1(OC(=O)c2cccs2)C(=O)C=C2C=C(C3CC3)OC=C2C1=O (stereo unspecified)	100	7.2	1	nt	nt	95	-2	nt	-15
O=C(O)c1ccccc1NS(=O)(=O)c1cccc2cccnc12	108	2.1	4	-1	-10	104	6	3	4
O=C(CN1CCCN(Cc2ccc(F)cc2)S1(=O)=O)NC1CCCC1	101	-2.5	-3	-1	-8	99	4	14	0
CC(=O)C1=C(C)NC(SCC(=O)c2ccc(F)cc2)=C(C#N)C1CC(C)C (stereo unspecified)	96	-0.8	-2	6	-6	93	0	17	-3
S=c1[nH]nc(Cn2nnc3ccccc32)n1-c1ccc(Cl)cc1	101	0.7	3	6	-3	104	0	-6	0
COc1cccc(C(=O)Nc2ccccc2C(=O)NC2CC2)c1	101	-1.4	8	-5	-9	108	-2	1	-3

Among those listed so far, two contain a nitro group on carbon.
SMILES	MEKK3 PB1 HTS	CRFBP-R2 agonist	MEKK2mut PB1 HTS	NS3 helicase inh	FID counter	MEKK2wt PB1 HTS	GalR3 antag	SUMO HTRF inh	CRFR2-BP antag
Cc1cccc2nc(CSc3nc4ccc([N+](=O)[O-])cc4[nH]3)cn12	151*	-3.2	0	7	0	110	5	-39	11
O=C(NCCCN1CCOCC1)c1ccc(N2CCCC2)c([N+](=O)[O-])c1	98	0.5	-5	-1	21	97	5	7	0

Going on with the list:
SMILES	MEKK3 PB1 HTS	CRFBP-R2 agonist	MEKK2mut PB1 HTS	NS3 helicase inh	FID counter	MEKK2wt PB1 HTS	GalR3 antag	SUMO HTRF inh	CRFR2-BP antag
COc1ccccc1C(=O)Nc1ccc2nc(SCC(=O)N(C)C)sc2c1	102	0.5	1	-8	-17	98	-3	10	0
COCCNC(=O)CSc1ccccc1C(=O)NCC1CCCCC1	99	0.1	-6	0	-14	95	-4	-3	2
Cn1c(C(=O)NCCCN2CCCC2=O)cc2c(=O)n(C)c3ccccc3c21	96	0.4	0	11	-27	94	-1	6	-18
O=C1c2ccccc2C(=O)N1CCOc1ccccc1	88	0.5	-7	-7	-4	93	-3	nt	-7
Fc1ccc(NC2=NCCCCC2)cc1	101	1.1	-2	-3	-4	98	-4	-3	16
Cc1ccc2c(c1)c1c(n2CC(O)Cn2nc(C)c(Br)c2C)C(=O)CCC1 (stereo unspecified)	95	0.5	2	-8	-4	97	-4	10	-18
Nc1ncc(-c2ccccc2)c(-c2ccc(OCc3ccccc3)cc2O)n1	103	2.5	0	-4	-6	100	-8	-11	-15
Cc1cnc([N+](=O)[O-])n1CCOC(=O)c1cccc(F)c1	105	-1.5	2	-3	-4	104	-3	5	0
CCOc1c(Br)cc(CNc2ncn[nH]2)cc1OC	99	1.4	8	0	-5	103	2	0	5
CN1CCN(c2ccccc2NC(=O)c2ccc(Br)o2)CC1	101	-2.2	2	-4	1	101	-3	13	-4
Cc1nn(-c2ccccc2)c(C)c1CN	107	-0.4	-42	8	-6	101	-6	11	3
CSCC[C@@H](C(=O)Nc1ccc2c(c1)OCCO2)N1Cc2ccccc2C1=O	110	-1.0	4	2	-11	109	4	-8	-18
C/C(=C\C(=O)c1ccc(Br)cc1)NNC(=O)c1ccc(O)cc1	99	-2.2	6	11	-9	98	3	12	13
COc1cccc(-c2cc(C(=O)NCCCn3ccnc3)c3ccccc3n2)c1	104	0.3	-1	-14	13	103	-1	15	-10
O=C(NCC1CCN(c2ccc(S(=O)(=O)N3CCOCC3)cc2)CC1)c1cccc(Cl)c1	104	0.9	1	2	-17	102	-9	5	12
Oc1ccc(Cl)cc1CNc1nccs1	103	-1.5	2	3	-4	103	-2	20	12
O=C(Nc1nnc(C2CC2)o1)c1ccc(S(=O)(=O)N2CCCc3ccccc32)cc1	nt	0.2	nt	nt	nt	nt	-2	-38	3
O=C(CCc1nc(-c2ccccc2F)no1)NCCN1CCOCC1	102	0.7	7	0	3	104	8	0	22
CC(=O)c1ccc(-c2nnc(CCC(=O)N3CCCC(C(=O)CC(C)C)C3)o2)s1 (stereo unspecified)	102	-1.9	-7	9	-16	99	-8	1	12
Cc1cc(NC(=O)c2cc(C)on2)no1	102	-1.5	2	4	4	102	-3	23	-1
COC(=O)CSc1nnc(CNC(=O)c2ccccc2OC)n1-c1ccc(OC)cc1	107	-2.7	4	-1	-21	103	nt	-24	-9
CN(C)S(=O)(=O)c1ccc(C(=O)NCC(=O)N/N=C/c2ccco2)cc1	nt	-3.9	nt	-10	-2	nt	-3	1	15
CCN(CC)CCCNC(=O)Cn1cnc2sc(C)c(S(=O)(=O)N3CCN(c4ncccn4)CC3)c2c1=O	87	1.6	-14	-9	26	86	-7	11	26
CC(=O)NC1=NN(C(C)=O)C(C)(c2ccc(Cl)s2)S1 (stereo unspecified)	104	1.6	2	-2	-8	97	-1	7	-5
CCOc1cc2c3c(c1)C1(C(=O)N3C(C)(C)CC2C)C(C#N)=C(N)N2C(=C1C#N)Nc1ccccc12 (stereo unspecified)	101	3.5	-2	3	-24	94	-1	10	-35
CNc1oc(-c2cccs2)nc1S(=O)(=O)c1ccccc1	101	-3.0	2	-1	-5	105	-11	12	8
O=C(CCc1ccccc1)Nc1nc2n(n1)C(c1ccc(Cl)cc1)CC(=O)N2 (stereo unspecified)	97	1.1	-1	0	-11	94	-4	23	-8
O=C(CSc1nnnn1Cc1ccccc1)Nc1ccc2c(c1)OCCO2	102	-1.3	-1	20	-14	103	-6	20	12

Copied from the list.
CNc1oc(-c2cccs2)nc1S(=O)(=O)c1ccccc1 in FID counter reads -5
Cc1cc(NC(=O)c2cc(C)on2)no1 in CRFR2-BP antag reads -1
CC(=O)NC1=NN(C(C)=O)C(C)(c2ccc(Cl)s2)S1 (stereo unspecified) in MEKK3 PB1 HTS reads 104
COC(=O)CSc1nnc(CNC(=O)c2ccccc2OC)n1-c1ccc(OC)cc1 in NS3 helicase inh reads -1

Rewritten as labelled records: three of the compounds above
Oc1ccc(Cl)cc1CNc1nccs1
  MEKK3 PB1 HTS: 103
  CRFBP-R2 agonist: -1.5
  MEKK2mut PB1 HTS: 2
  NS3 helicase inh: 3
  FID counter: -4
  MEKK2wt PB1 HTS: 103
  GalR3 antag: -2
  SUMO HTRF inh: 20
  CRFR2-BP antag: 12

COC(=O)CSc1nnc(CNC(=O)c2ccccc2OC)n1-c1ccc(OC)cc1
  MEKK3 PB1 HTS: 107
  CRFBP-R2 agonist: -2.7
  MEKK2mut PB1 HTS: 4
  NS3 helicase inh: -1
  FID counter: -21
  MEKK2wt PB1 HTS: 103
  GalR3 antag: nt
  SUMO HTRF inh: -24
  CRFR2-BP antag: -9

CCN(CC)CCCNC(=O)Cn1cnc2sc(C)c(S(=O)(=O)N3CCN(c4ncccn4)CC3)c2c1=O
  MEKK3 PB1 HTS: 87
  CRFBP-R2 agonist: 1.6
  MEKK2mut PB1 HTS: -14
  NS3 helicase inh: -9
  FID counter: 26
  MEKK2wt PB1 HTS: 86
  GalR3 antag: -7
  SUMO HTRF inh: 11
  CRFR2-BP antag: 26

These rows are one share of the data; the hit share may differ from the screen's.
